Source: PubChem BioAssay (National Center for Advancing Translational Sciences (NCATS))
Lipid storage S3 = qHTS Assay for Lipid Storage Modulators in Drosophila S3 Cells | AID 2685 | 320,000 compounds, 0.64% hits | Potency in µM for hits, for the others lipid storage change, negative = inhibition, % at the top dose, mostly 46.1 µM | Drosophila S3 cells, BODIPY lipid droplet fluorescence, 18-24 h; cells fed with added oleic acid; active means well fitted inhibition curve with a large enough effect in the signal ratio, with a control signal flat, not every such curve was filed as active; inconclusive means small, poorly fitted or top-dose-only effect, or effect the other way, or a change in a side signal; the % refers to the signal ratio
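Drosophila S3 cells loaded with oleic acid (400 uM, as added) and compounds at several concentrations; lipid droplets imaged by 488-nm laser-scanning cytometry, 500–530 nm intensity and object ratio to cell channel. Percent activity normalized to 20 uM Triacsin C.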
Lipid storage S3 cell count max = further read-out of Lipid storage S3, marked with its call; cell number change, %; measured here: cell count max response;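 cells counted by Cell Tracker Red CMTPX staining in the red channel; peak over a dose series mostly up to 46.1 µM; percent activity relative to internal control wells on each plate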
* = called active by the depositor; i = inactive; ? = inconclusive; nt = no result given; [ ] = another dose, or the depositor's remark. On the % scale 0 is the no-effect control and ±100 the full control effect; potency means the concentration at half of the fitted maximal effect. The list is partial; the hit share may differ from the screen's.

entry	compound	Lipid storage S3	Lipid storage S3 cell count max
1	COCCN1C(=O)N(c2cccc(OC)c2)C(=O)C1CC(=O)Nc1ccc(Cl)cc1 (stereo not drawn)	?	nt
2	O=C(COc1ccc(S(=O)(=O)Nc2ccc(Cl)cc2)cc1)N1CCOCC1	?	nt
3	CCOC(=O)C1CCN(C2CCN(Cc3nc(-c4ccccc4)no3)CC2)CC1	?	nt
4	CCCS(=O)(=O)N1CCC(C(=O)N2CCN(C(=O)OCC)CC2)CC1	-12.7%	-8.0
5	COc1ccc2oc(C(=O)Nc3nccs3)c(C)c2c1	?	nt
6	CCSc1nc(O)c(C2OC(=O)c3c2ccc(OC)c3OC)c(=O)n1CC (stereo not drawn)	-18.4%	-8.5
7	COc1ccc(N2C(=O)CC3(CCCC3)CC2=O)cc1	?	nt
8	COc1ccc(CN2CCn3nc(C(=O)NC(C)C)cc3C2=O)cc1	?	nt
9	O=S(=O)(Nc1ccc2cn[nH]c2c1)c1ccc(C(F)(F)F)cc1	?	nt
10	CC(=O)Nc1nnc(SCc2ccccc2F)s1	i	nt
11	O=C(NN1CCOCC1)c1ccc(Cl)s1	0.5%	7.5
12	CC(C)N1C(=O)c2ccccc2C1C(=O)NC1CCCCCC1 (stereo not drawn)	?	nt
13	COc1ccc(C(c2nnnn2Cc2ccccc2)N2CCN(c3ccccc3)CC2)cc1 (stereo not drawn)	?	nt
14	Cc1nc2cc(CO)ccc2n1C	?	nt
15	O=C(OCC(=O)N1CCC(c2ccccc2)=N1)c1ccc([N+](=O)[O-])s1	i	7.8
16	COc1cc(C(C(=O)NC2CCCCC2)N(C(=O)c2snc(C(N)=O)c2N)c2ccc(C)cc2)ccc1O (stereo not drawn)	?	nt
17	CC(C)(O)C(=O)NN(Cc1ccccc1)c1ccccc1	-0.5%	14.1
18	Cc1cccn2c(=O)nc(SCC(=O)N3CCC(C)CC3)nc12	?	nt
19	CC(C)CCn1c(SCCc2ccccc2)nc2c1c(=O)[nH]c(=O)n2C	?	nt
20	CCc1nnc(NC(=O)CN2CCCC(C)C2)s1 (stereo not drawn)	i	22.0
21	Cc1ccc(C(=O)c2ccc([N+](=O)[O-])cc2)c(C)c1	?	nt
22	Cc1ccc(CC(=O)N2CCN(C(=O)C3CCCO3)CC2)cc1 (stereo not drawn)	?	nt
23	CCN(CC)CCn1cnc2c1c(=O)[nH]c(=O)n2Cc1ccccc1	-1.9%	4.4
24	CCCS(=O)(=O)N1CCN(C(=O)c2ccc(-c3ccccc3)cc2)CC1	?	nt
25	S=C(NCCC1=CCCCC1)Nc1ccc(Cl)cc1	-23.9%	22.8
26	CCCc1ccc2oc(C(=O)N3CCN(c4cnccn4)CC3)c(C)c2c1	0.6%	-14.5
27	O=C(Cc1ccc(Cl)cc1)NCCS(=O)(=O)N1CCN(c2ccccc2)CC1	?	nt
28	COc1cc(C(=O)Nc2nnc(CC(=O)N3CCOCC3)s2)cc(OC)c1OC	i	nt
29	O=C(O)c1cccc(-n2cccc2/C=C\[N+](=O)[O-])c1	?	nt
30	O=C(COc1ccc(S(=O)(=O)N2CCCCC2)cc1)NCC1CCCO1 (stereo not drawn)	-12.0%	-7.9
31	COc1ccc(-n2ncc3c(=O)n(Cc4c(F)cccc4Cl)cnc32)cc1	23.0%	-0.7
32	O=S(=O)(NCc1cccs1)c1cccc(S(=O)(=O)N2CCCCC2)c1	1.9%	7.1
33	COc1ccc(F)cc1C(=O)C1CCCN(C(=O)Cc2c(C)noc2C)C1 (stereo not drawn)	-14.8%	-12.6
34	O=C(COc1ccc2c3c(c(=O)oc2c1)CCCC3)NCc1ccccn1	?	nt
35	O=C(Nc1cccc(F)c1)c1coc(=O)c(Br)c1	3.1%	-2.1
36	Cc1ccc(S(=O)(=O)Nc2cc(=O)[nH]c(SCc3ccccc3Cl)n2)cc1	?	nt
37	CN(Cc1cccs1)C(=O)c1cc(S(=O)(=O)N2CCOCC2)ccc1N1CCCC1	?	nt
38	CCCN(Cc1nnc(-c2cccs2)o1)C(=O)c1cc(S(=O)(=O)N2CCOCC2)ccc1C	?	nt
39	CC(O/N=C/c1ccccc1OC(F)F)C(=O)Nc1cccc(S(=O)(=O)N2CCOCC2)c1 (stereo not drawn)	?	nt
40	COc1ccc(N2CCN(C(=O)C(=O)c3cn(CC(=O)N4CCCCCC4)c4ccccc34)CC2)cc1	?	nt
41	Cc1cc(C)cc(NS(=O)(=O)c2cc(Br)cnc2N)c1	?	nt
42	CC1CCCN(C(=S)SCC(=O)c2cc(Br)cc(Br)c2O)C1 (stereo not drawn)	-17.9%	-2.1
43	Cc1ccc(C)c(NC(=O)CN(C)C(=O)c2cccc(S(=O)(=O)N(C)C)c2)c1	-15.5%	26.9
44	Oc1ccc(Br)cc1-c1nc2cnccn2c1NC1CCCC1	?	nt
45	CCCc1oc(C(=O)O)cc1CN	?	nt
46	Cc1cc(C)n(CC(=O)c2cccc([N+](=O)[O-])c2)n1	1.6%	-1.5
47	COC(=O)c1ccc(OCC(O)CN2CCN(CC(O)COc3ccc(C(=O)OC)cc3)CC2)cc1 (stereo not drawn)	10.9%	4.2
48	Cc1cccc(NC(=S)N(CCCN2CCOCC2)Cc2ccco2)c1	1.3%	1.4
49	CN1/C(=C\C(=O)COC(=O)CNC(=O)c2ccccc2F)C(C)(C)c2ccccc21	?	nt
50	CCc1cc(C(=O)N2CCN(C(=O)c3ccccc3)CC2)sc1C	?	nt
51	COC(=O)C(CCCCNC(=O)c1ccc([N+](=O)[O-])cc1)NC(=O)c1ccc([N+](=O)[O-])cc1 (stereo not drawn)	?	nt
52	O=C1[C@@H]2C(c3cccnc3)=NO[C@@H]2C(=O)N1c1ccc(Cl)cc1Cl	11.6%	2.3
53	CSc1nc2ccc(Cl)cc2[nH]1	13.7%	14.5
54	C/C=C/c1ccc(OCC(=O)N(CCOC)c2c(N)n(CCCC)c(=O)[nH]c2=O)c(OC)c1	?	nt
55	Cc1ccc(CN2C(=O)c3ccccc3NC2c2ccccn2)cc1 (stereo not drawn)	?	nt
56	COc1ccccc1CNC(=O)C1CCN(S(=O)(=O)c2cccc3cccnc23)CC1	13.3%[9.22 µM]	nt
57	O=C1CCC(=O)N1Cc1c(Cl)cccc1Cl	?	nt
58	COC(=O)c1ccc(Nc2c([N+](=O)[O-])ccc3nonc23)cc1	?	nt
59	O=C(/C=C\c1ccccc1)Oc1cccc2cccnc12	?	nt
60	CC(Cc1cccnc1)NC(=O)c1cc(COc2ccc(F)cc2F)on1 (stereo not drawn)	?	nt

Carrying on:
entry	compound	Lipid storage S3	Lipid storage S3 cell count max
61	COc1ccc(NC(=O)COc2ccccc2C#N)c(S(=O)(=O)N2CCCCC2)c1	?	nt
62	O=C(CC(=O)Nc1ccc(F)cc1F)Nc1ccc(F)cc1F	?	nt
63	CCc1nc2c(cnn2-c2ccc(F)cc2)c(=O)n1-c1ccc(N2CCC(C)CC2)cc1	?	nt
64	COc1ccccc1CN1CC(C(=O)NCCc2ccc(Cl)cc2)CC1=O (stereo not drawn)	i	-15.0
65	CCOC(=O)C1CCCN(C(=O)COc2ccc(S(=O)(=O)N(CC)c3ccccc3)cc2)C1 (stereo not drawn)	?	nt
66	COc1ccc(C(=O)N2CCN(c3cnn(-c4ccccc4)c(=O)c3Cl)CC2)cc1	7.5%	-6.5
67	C=CCn1c(SCC(=O)NC)nc2sc3c(c2c1=O)CCC3	i	-11.8
68	O=C(NC1CC1)c1ccc2c(c1)NC(=O)c1ccccc1S2	?	nt
69	CC1CCCC(NC(=O)Cn2cc3c(n2)CCCCC3)C1C (stereo not drawn)	?	nt
70	Cc1cc(C)c(S(=O)(=O)N2CCCOC2CNC(=O)C(=O)NCCc2c[nH]c3ccccc23)c(C)c1 (stereo not drawn)	?	nt
71	CSCc1ccc(C(=O)N2CCC(N3CCC(C(=O)NC(C)C)CC3)CC2)o1	i	19.8
72	CC(=O)Nc1ccc(S(=O)(=O)N2CCN(CCCOc3cc(C)ccc3C)CC2)cc1	?	nt
73	c1ccc2cc(OCCOCCOc3ccc4ccccc4c3)ccc2c1	11.7%	-1.6
74	COc1cccc(/C=N/NC(=O)C(=O)N2CCCC2)c1OC	-11.4%	-19.6
75	CCOc1cc2[nH]c(=S)n(C(C)C)c(=O)c2cc1OCC	?	nt
76	COCCN1C(=O)c2ccccc2C(C(=O)NCC2CCCO2)C1c1c[nH]c2ccccc12 (stereo not drawn)	-4.5%	-9.8
77	COCCCC1CCN(Cc2nc(Cc3ccccc3Cl)no2)CC1	21.3%	2.5
78	O=S(=O)(c1cc(Cl)ccc1Br)N1CCOCC1	?	nt
79	N#Cc1ccc(N2Cc3ccccc3C2=NC(=O)c2cccs2)cc1	-4.2%	-14.4
80	COc1ccc(-c2nnn(CC(=O)c3c[nH]c4ccccc34)n2)cc1OC	?	nt
81	CCC/C=N/Nc1nc2ccccc2s1	-3.8%	-13.2
82	COc1ccc(/C=N/N=C2/NC(=O)C(c3ccccc3)S2)c(OC)c1 (stereo not drawn)	i	nt
83	COc1ccc(CC(=O)NCC2CCCN(Cc3ccc(OC(F)(F)F)cc3)C2)cc1 (stereo not drawn)	i	11.8
84	CC(C)c1ccc(OCC(=O)NC2CC(C)(C)NC(C)(C)C2)c(Br)c1	?	nt
85	Cc1ccc(NC(=O)c2cccc(S(=O)(=O)N3CCCC3)c2)nc1	?	nt
86	CCC(C)NC(=O)CO/N=C/c1ccccc1OC(F)F (stereo not drawn)	?	nt
87	CCCCC(=O)NNC(=S)NC(=O)c1ccc([N+](=O)[O-])cc1	?	nt
88	O=C(CN1CCN(c2ccc(F)cc2)CC1)Nc1ccccc1Br	11.6%	5.9
89	CN(c1ccc([N+](=O)[O-])cc1/C=N/NC(=O)COc1ccccc1)C1CCCCC1	?	nt
90	COCc1cc(CN2CCN(Cc3ccsc3)C(CCO)C2)ccc1OC (stereo not drawn)	-2.8%	9.7

In another format: results already given.
#48 Cc1cccc(NC(=S)N(CCCN2CCOCC2)Cc2ccco2)c1
  Lipid storage S3 = 1.3%; Lipid storage S3 cell count max = 1.4
#73 c1ccc2cc(OCCOCCOc3ccc4ccccc4c3)ccc2c1
  Lipid storage S3 = 11.7%; Lipid storage S3 cell count max = -1.6

The list goes on:
entry	compound	Lipid storage S3	Lipid storage S3 cell count max
91	N#CC1=C(S)N(c2ccccc2)C(c2ccc(-c3ccccc3Cl)o2)NC1=O (stereo not drawn)	?	nt
92	O=C(Nc1ccccc1)Nc1ccc2ncoc2c1	-11.8%	17.2
93	Clc1ccc(OCCCN2CCCCC2)c(Br)c1	?	nt
94	OC(COCc1ccc(Cl)cc1)CN1CCc2ccccc2C1 (stereo not drawn)	?	nt
95	C(=C\c1ccccc1)/C=N/N1CCN(c2ccccn2)CC1	?	nt
96	COc1ccc(C(=O)Nc2cccc(/C(C)=N\NC(=O)c3ccoc3C)c2)cc1OC	?	nt
97	CNC(=S)N(CCO)Cc1cc2cc3c(cc2[nH]c1=O)OCO3	15.1%	27.8
98	CCN(CC(=O)Nc1c(F)cccc1F)C(=O)CCc1nc2sc3c(c2c(=O)[nH]1)CCCC3	9.4%	1.6
99	CCOC(=O)/C(C#N)=C/c1cn(CCC(=O)O)nc1-c1cccc(Cl)c1	i	nt
100	CC(=O)NC1(C(F)(F)F)N=C(c2ccccc2)NC1=O (stereo not drawn)	?	nt
101	Cc1ccccc1Nc1nc(N)nc(COC(=O)c2cccn2C)n1	?	nt
102	O=C(O)CN1C(=O)C(=O)N(Cc2ccc(Cl)cc2Cl)C1=O	?	nt
103	CC(Sc1nncn1-c1ccccc1)C(=O)Nc1cccc([N+](=O)[O-])c1 (stereo not drawn)	?	nt
104	O=C1CC(N2CCSCC2)C(=O)N1c1cccc(Br)c1 (stereo not drawn)	7.3%	-1.1
105	Cc1nc([N+](=O)[O-])cn1Cc1cccc([N+](=O)[O-])c1	0.6%	8.5
106	CCCN(CCC)C(C)C(=O)NCC1(c2ccccc2)CCCC1 (stereo not drawn)	?	nt
107	O=c1cc2c(nn1Cc1ccccc1)-c1ccccc1CC2	?	nt
108	O=C(/C=C/Nc1ccccc1F)c1ccc(Br)cc1	-16.3%	-0.7
109	Cc1ccc(CNC(=O)CN(c2cccc([N+](=O)[O-])c2)S(=O)(=O)c2ccccc2)cc1	12.9%	-8.6
110	COc1ccccc1NC(=O)c1ccc(NC(=O)COC(=O)c2ccc(O)cc2)cc1	18.2%	-7.8
111	O=C(O)CCCNC(=O)Nc1ccccc1	-4.8%	15.8
112	Cc1nc2cc(C(=O)O)ccc2n1C1CCCCC1	5.9%	7.4
113	CC(=O)OCC(=O)Nc1c(C)cc(C)cc1C	?	nt
114	CNc1nc2c(-c3ccc(Cl)cc3)nnn2c2ccccc12	?	nt
115	COc1ccc(OCC(=O)O/N=C(\N)c2ccc(OC)cc2)cc1	8.3%	6.7
116	COc1cc(CNC(C)(C)CO)cc(Br)c1OCc1ccc(Cl)cc1Cl	6.0%	0.0
117	Cc1c(Cl)cccc1NC(=S)N1CCc2ccccc2C1	?	nt
118	O=C(CNS(=O)(=O)c1ccc(F)cc1)N1CCN(c2ccc(F)cc2)CC1	i	-28.4

Full records, looked up by structure. Values in the order: Lipid storage S3 | Lipid storage S3 cell count max
`CCOC(=O)/C(C#N)=C/c1cn(CCC(=O)O)nc1-c1cccc(Cl)c1` is listed as i | nt
`Clc1ccc(OCCCN2CCCCC2)c(Br)c1` is listed as ? | nt
